High-throughput results (PubChem BioAssay)
Tb MetRS inh: blocks T. brucei methionyl-tRNA synthetase activity; 0.4% of 360,000 active; purified T. brucei MetRS, ATP depletion, Kinase-Glo luminescence; inhibition, % at 11.9 µM;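 active = inhibition above a per-plate cutoff of the control wells' mean inhibition plus 3 SD, cut at about 5.5% in these data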;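 also: 0% = DMSO wells median and 100% = median of wells with control inhibitor compound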
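Material – parasite MetRS enzyme · Medium – HEPES-MgCl2-KCl buffer plus DTT, spermine, BSA, pyrophosphatase · Reagent – ATP, methionine and E. coli bulk tRNA substrates · Times – 15 min enzyme-compound preincubation, 2 h reaction, 10 min detection, 25 °C · Measured by – luminescence of leftover ATP · Evaluation – percent inhibition relative to median high and low control wells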
LMPTP block: LMPTP (human) inhibition. 0.22% of 360,000 active. recombinant LMPTP-A, OMFP fluorogenic substrate, fluorescence intensity. inhibition, % at 20 µM. P24666;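 active = compounds that cut the enzyme signal by at least half of the control window in the single-dose screen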;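 also: plate controls were DMSO wells with enzyme plus substrate for no effect and substrate without enzyme for full effect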
Target sequence (P24666 whole entry, looked up): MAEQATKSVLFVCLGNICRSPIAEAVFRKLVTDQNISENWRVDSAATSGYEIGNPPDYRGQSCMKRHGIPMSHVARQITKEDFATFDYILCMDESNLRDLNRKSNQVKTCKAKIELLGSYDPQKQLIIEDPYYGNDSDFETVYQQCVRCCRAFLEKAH
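Test system – LMPTP-A enzyme · Amount – LMPTP-A at 0.625 nM final in the reaction · Buffer or medium – Bis-Tris pH 6.0, DTT, detergent · Reagent – OMFP 400 µM · Doses – single 20 µM dose · Schedule – reaction 50 min, room temperature, dark · Detection – fluorescence intensity of OMFP turnover product · Evaluation – percent inhibition versus substrate-only and uninhibited controls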
SKN-1 block: inhibitors of C. elegans SKN-1 | C. elegans VP596 Pgst-4::GFP/RFP ratio, acrylamide-induced, 24 h | inhibition, % at 21.8 µM | 0.49% of 360,000 active;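 active = interference check ratio from 0.5 to 1.5 plus GFP to RFP signal ratio inhibition reaching or exceeding a fixed threshold, cut at about 30% in these data, passing the limit was not always enough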; also: some compounds called inactive have numbers as strong as hits
STEP inh: inhibitors of human striatal-enriched phosphatase STEP; inhibition, % at 20 µM; 0.25% of 360,000 active; AID 588621; recombinant STEP, OMFP fluorogenic substrate, fluorescence;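 active = inhibition at 20 µM, scaled per plate between control wells, above about 37%, limit read from the data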;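 also: 0% = DMSO with enzyme and substrate and 100% = substrate only without enzyme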
Target sequence (P54829 whole entry, looked up): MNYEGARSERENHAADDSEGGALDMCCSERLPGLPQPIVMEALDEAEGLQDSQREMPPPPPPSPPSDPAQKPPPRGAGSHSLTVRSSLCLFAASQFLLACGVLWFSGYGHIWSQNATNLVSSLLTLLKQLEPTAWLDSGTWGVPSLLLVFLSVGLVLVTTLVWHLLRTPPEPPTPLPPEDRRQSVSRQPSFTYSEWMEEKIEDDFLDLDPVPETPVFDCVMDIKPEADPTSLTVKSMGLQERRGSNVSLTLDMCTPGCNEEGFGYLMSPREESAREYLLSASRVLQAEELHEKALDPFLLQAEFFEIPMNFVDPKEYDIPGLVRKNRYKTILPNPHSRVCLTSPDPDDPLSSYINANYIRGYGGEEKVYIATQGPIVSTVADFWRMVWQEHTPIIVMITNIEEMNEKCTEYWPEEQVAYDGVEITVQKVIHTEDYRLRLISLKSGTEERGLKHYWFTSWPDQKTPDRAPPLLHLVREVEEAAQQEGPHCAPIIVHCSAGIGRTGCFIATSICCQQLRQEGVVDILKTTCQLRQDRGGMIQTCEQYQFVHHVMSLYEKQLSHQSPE
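Material: STEP (striatal-enriched tyrosine phosphatase) enzyme, cell-free | Medium: 50 mM Bis-Tris pH 6.0 with 2.5 mM DTT and 0.005% Tween 20 | Read-out: Percent inhibition scaled to no-enzyme and uninhibited-enzyme controls, plate-pattern corrected | Signal: Fluorescence read at 480 nm ex / 540 nm em | Times: 20 min reaction, room temperature, in the dark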
Neddylation inh: blocks human cullin neddylation; P61081+Q13564; TR-FRET cullin neddylation, biochemical; calls only at 25 µM; 0.58% of 360,000 active; AID 651699; in the data active = inhibition above about 36%
Scp-1 inhibitor: Scp-1 (human) phosphatase inhibition. Q9GZU7. Recombinant Scp1, phosphopeptide, malachite green phosphate absorbance. inhibition, % at 20 µM. 0.88% of 340,000 active. AID 493091;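 active = inhibition above about 50% at 20 µM, limit read from the data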;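 also: plate controls were DMSO wells with enzyme for no effect and wells lacking enzyme for full effect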
Target sequence (Q9GZU7 76-261 limits assumed): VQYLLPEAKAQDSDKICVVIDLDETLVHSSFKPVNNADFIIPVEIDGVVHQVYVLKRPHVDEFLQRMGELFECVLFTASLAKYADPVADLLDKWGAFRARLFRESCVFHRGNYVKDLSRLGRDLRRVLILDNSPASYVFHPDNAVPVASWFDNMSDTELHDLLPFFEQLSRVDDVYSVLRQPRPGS
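Test system: SCP-1 phosphatase catalytic domain, residues 76-261; measured by: colorimetric phosphate reagent with accelerator and stabiliser, absorbance at 630 nm; timing: enzyme reaction 45 min at room temperature, colour 5 min, stabilisation 30 min; also added: Phosphorylated 17-residue peptide substrate; compound dosing: one concentration, 20 µM, with 1.0% DMSO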
NRP1-CendR mod: alters CendR peptide binding to human NRP-1; inhibition, % at 25 µM; AID 602438; 0.85% of 360,000 active; FAM-RPARPAR peptide binding to NRP-1, fluorescence polarization; O14786;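 active = inhibition or corrected inhibition above about 18%, plus a signal ratio from 0.5 to 1.5, limit read from the data, passing the limit was not always enough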; also: strong numbers were not always called active
SUMO1-SIM PPI: modulators of human SUMO1-mediated protein-protein interactions; P63165; SUMO1 binding to a labelled peptide, TR-FRET, 1 h; inhibition, % at 20 µM; 0.33% of 360,000 active; in the data active = inhibition above about 37%
Target sequence (P63165 whole entry, looked up): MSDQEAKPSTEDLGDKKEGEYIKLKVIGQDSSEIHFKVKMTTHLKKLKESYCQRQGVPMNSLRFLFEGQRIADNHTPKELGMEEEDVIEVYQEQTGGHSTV
NadD inh: inhibitors of Staphylococcus aureus NadD; purified NadD enzyme, colorimetric absorbance read-out; inhibition, % at 20 µM; 0.78% of 360,000 active; AID 602399; in the data active = inhibition above about 26%; also: some compounds past the cut are filed as inactive
DNMT1 inh: blocks human DNA methyltransferase DNMT1. P26358. DNMT1 molecular beacon, Hinp1I cleavage, fluorescence. inhibition (reported as % activation of signal), % at 10 µM. 0.83% of 360,000 active. AID 588458; in the data active = inhibition above about 50%
* marks the source's active call; other numbers are inactive results; i = inactive; . = not tested or not shown. Compounds as they come (roughly 4.6% active in at least one column).

| No. | SMILES | Tb MetRS inh | LMPTP block | SKN-1 block | STEP inh | Neddylation inh | Scp-1 inhibitor | NRP1-CendR mod | SUMO1-SIM PPI | NadD inh | DNMT1 inh |
| --- | --- | --- | --- | --- | --- | --- | --- | --- | --- | --- | --- |
| 1 | CC(C)C(N)c1csc(Nc2ccc(C(=O)c3ccccc3)cc2)n1 (stereo unspecified) | -0.4 | 0.0 | 5 | 2 | i | . | 0 | -13 | -4 | 4 |
| 2 | Cc1cccc(CN2CCN(C(=O)CCc3nnc(C4CCCCC4)o3)CC2)c1 | -0.2 | -0.6 | -6 | -3 | i | 0 | -6 | 4 | 0 | -1 |
| 3 | COc1ccc(-c2nc3ncccn3c2Nc2ccccc2)cc1 | -1.1 | -1.3 | 3 | 1 | i | -3 | 12 | -12 | 1 | -2 |
| 4 | Cc1nn(CCCC(=O)NCCc2ccccc2)c(C)c1[N+](=O)[O-] | -0.8 | -1.9 | -8 | 0 | i | -5 | -10 | -1 | -10 | 2 |
| 5 | CCCN(Cc1cc2cc(C)ccc2[nH]c1=O)S(C)(=O)=O | 0.2 | -0.1 | 4 | 0 | i | -12 | -8 | -2 | 2 | 2 |
| 6 | O=C(Cn1cnc2ccccc21)N1CCN(S(=O)(=O)c2ccccc2)CC1 | -0.2 | 1.6 | 9 | -2 | i | -4 | -1 | -2 | -10 | -3 |
| 7 | CCOc1ccc(C(=O)N(CN2CCCC2=O)c2ccccc2)cc1 | 0.2 | 0.3 | -16 | 0 | i | -8 | -6 | 1 | 4 | -3 |
| 8 | Clc1ccccc1OCc1nnc(-c2ccccc2Br)o1 | 0.2 | 4.0 | 13 | 0 | i | -6 | 1 | -2 | 0 | -11 |
| 9 | Cc1ccc(S(=O)(=O)NCC(=O)OCc2ccccc2Br)cc1 | -0.9 | 2.2 | 0 | 0 | i | -4 | 16 | 4 | -8 | -4 |
| 10 | Cc1noc(C)c1COc1ccccc1C(=O)NCc1ccccc1Cl | -0.1 | 0.0 | -4 | -1 | i | -6 | -4 | 7 | -6 | 1 |
| 11 | Cc1ccc(CCNC(=O)c2ccc(CS(=O)(=O)Cc3ccccc3F)o2)cc1 | 0.3 | -2.2 | 0 | 2 | i | -4 | -3 | 2 | -7 | 1 |
| 12 | Cc1ccccc1NS(=O)(=O)c1nnc(NC(=O)c2ccc(Cl)cc2)s1 | -0.1 | -1.1 | 5 | -2 | i | -12 | -12 | 12 | 7 | 2 |
| 13 | COc1ccccc1NS(=O)(=O)c1cc(NC(=O)c2ccc(Cl)nc2)ccc1Cl | 1.7 | 1.5 | 14 | 0 | i | -8 | -14 | 18 | 4 | 2 |
| 14 | Cc1[nH]c(C)c(S(=O)(=O)NCc2ccc(OC(C)C)cc2)c1C(=O)N1CCCC1 | -0.6 | -0.5 | -9 | 2 | i | 3 | -3 | 3 | -5 | 0 |
| 15 | Cc1ccccc1NC(=O)CS(=O)(=O)c1cn(CC(=O)N2CCOCC2)c2ccccc12 | 0.6 | -0.5 | 11 | -4 | i | -9 | 5 | -2 | -1 | 1 |
| 16 | C=CCC(=O)NC1CC(C)(C)Cc2c1cnn2-c1ccccc1C (stereo unspecified) | 0.4 | -2.0 | 17 | -1 | i | -7 | 6 | 1 | 1 | 0 |
| 17 | CCn1c(=O)c2c3c(sc2n2cnnc12)CCC3 | -0.9 | -0.5 | 10 | 6 | i | -7 | 13 | -2 | -5 | 5 |
| 18 | COc1ccc(CCNC(=O)CN2CCN(Cc3ccc(F)cc3)C2=O)cc1OC | -0.1 | -0.6 | 4 | 2 | i | -13 | 7 | 3 | 0 | -3 |
| 19 | Nc1ccc(-c2sc(N)nc2-c2ccccc2)cc1 | -0.7 | -0.4 | -2 | 1 | . | 0 | -1 | -7 | -4 | -19 |
| 20 | Cc1ccc(CN2CCN(Cc3cnc(C)[nH]3)CC2CCO)cc1 (stereo unspecified) | 0.1 | -2.3 | 7 | -2 | i | -6 | 12 | 0 | -19 | -3 |
| 21 | C=CCOc1ccc2ccccc2c1CNn1cn[nH]c1=S | -0.3 | -2.7 | 11 | 0 | i | -5 | 8 | -7 | -1 | -3 |
| 22 | O=C(CC1NCCNC1=O)Nc1ccccc1 (stereo unspecified) | -1.0 | -0.1 | -6 | -2 | i | -1 | -5 | 0 | 2 | -5 |
| 23 | COc1cc(OC)cc(C2=NC3(CCC(C)CC3)NC2=S)c1 (stereo unspecified) | -0.5 | 0.5 | 3 | 0 | i | -36 | -5 | -7 | 1 | 0 |
| 24 | Cc1ccc(N(Cc2ccc(C(=O)Nc3c(C)n(C)n(-c4ccccc4)c3=O)cc2)S(C)(=O)=O)cc1C | 0.1 | -0.6 | 5 | 1 | i | -1 | 7 | 0 | 5 | 1 |
| 25 | CC(=O)OC1CCC2(C)C(CCC3C2CC(=O)C2(C)C3CC(C3CCCC3=O)C2C(C)=O)C1 (stereo unspecified) | -0.2 | -0.6 | 5 | -1 | i | -5 | -2 | 0 | 4 | 6 |
| 26 | CC(NC(=O)COC(=O)[C@@H]1CCCN1S(=O)(=O)c1ccccc1F)C12CC3CC(CC(C3)C1)C2 (stereo partly specified) | -0.3 | -0.4 | 1 | -1 | i | -4 | 2 | -1 | -12 | -5 |
| 27 | O=C(NCC1CCCO1)c1ccc(NS(=O)(=O)c2ccccc2)cc1 (stereo unspecified) | -1.3 | 0.1 | -10 | 0 | i | 3 | 19 | -1 | 0 | 0 |
| 28 | Cc1cccc(C)c1NC(=O)C1(NC(=O)C2CCC(=O)N2)CCCCC1 (stereo unspecified) | -0.4 | -1.3 | -1 | 0 | i | -8 | 7 | -1 | 4 | -1 |
| 29 | CN(c1ccccc1)S(=O)(=O)c1cccc(NC(=O)CSc2nncn2C)c1 | 0.0 | -0.4 | 2 | 0 | i | -1 | 24* | 4 | -1 | 4 |
| 30 | CCOC(=O)c1c(NC(=S)Nc2ccccc2C)sc2c1CCC2 | -0.4 | 1.1 | -8 | 1 | i | -4 | 7 | 3 | 4 | -3 |
| 31 | Cc1ccc(-n2cnc(=O)c3cccnc32)cc1 | 0.0 | -1.8 | -1 | -4 | i | -3 | 2 | 1 | 6 | 2 |
| 32 | CCN(CC)c1nc2cc(OC)ccc2cc1C#N | -1.5 | -0.7 | 10 | -5 | i | 9 | -57 | -1 | 0 | -6 |
| 33 | N#Cc1cccc(NC(=O)CSc2ccc3c4c(cccc24)C(=O)c2ccccc2-3)c1 | -0.8 | 27 | 49 | -9 | i | 42 | 143 | -14 | 13 | 82* |
| 34 | CCc1nnc(NC(=O)c2cc(-c3ccccn3)nc3ccc(Br)cc23)s1 | 0.0 | 0.8 | 10 | 16 | i | 2 | -33 | -10 | 9 | -2 |
| 35 | CCCc1ccc(C(O)c2ncc(-c3ccccc3)[nH]2)cc1 (stereo unspecified) | -0.1 | -0.4 | -6 | 0 | i | . | -5 | 2 | -2 | 1 |
| 36 | Cc1nn(CC(C)C)c2sc(C(=O)NC3CC(C)(C)NC(C)(C)C3)cc12 | -0.1 | 0.2 | 20 | -2 | i | 6 | 25 | 2 | -8 | -2 |
| 37 | CCC(c1nnnn1C(C)(C)C)N1CCN(C2CCCC2)CC1 (stereo unspecified) | -0.2 | -0.5 | 2 | -2 | i | -4 | 24 | 0 | -3 | 1 |
| 38 | CCCS(=O)(=O)NC(=O)C1(C)CCN(C(=O)c2cncc(Br)c2)C1 (stereo unspecified) | -0.2 | -1.5 | 8 | -2 | i | . | -3 | 1 | 4 | 0 |
| 39 | C=C1CCC[C@]2(C)C[C@H]3OC(=O)C(CNCCN(CC)CC)[C@H]3CC12 (stereo partly specified) | 1.2 | -8.1 | -2 | 1 | i | -12 | 6 | -7 | -12 | -3 |
| 40 | O=C(COC(=O)/C=C/c1ccc(S(=O)(=O)N2CCOCC2)cc1)Nc1ccc(F)c(F)c1F | -0.2 | -0.9 | -1 | -3 | i | -10 | 1 | -10 | -3 | -1 |
| 41 | Cc1ccc2c(c1)CCCN2C(=O)NC1CCCCC1 | -0.1 | 0.3 | 1 | -1 | i | -4 | 1 | -1 | 0 | 0 |
| 42 | COc1ccc(CCNC(=O)/C(=C/c2cccnc2)NC(=O)c2ccccc2)cc1 | -0.7 | 1.1 | -12 | 2 | i | 5 | -17 | -11 | 2 | 2 |
| 43 | O=c1[nH]c2ccc(NS(=O)(=O)c3ccc([N+](=O)[O-])cc3)cc2[nH]1 | 0.3 | -1.2 | -6 | 0 | i | -5 | -4 | -22 | 3 | -2 |
| 44 | CCOC(=O)COC(=O)c1ccc(O)cc1 | -0.7 | -2.2 | -19 | -3 | i | -5 | -4 | 1 | 0 | 5 |
| 45 | CNC(C)c1ccc(S(N)(=O)=O)cc1 (stereo unspecified) | -0.3 | 1.2 | 3 | -1 | i | 1 | -3 | -1 | 3 | 0 |
| 46 | Cc1nc(Nc2ccc3c(c2)OCCO3)c2oc3ccccc3c2n1 | -2.6 | 0.4 | -8 | -1 | i | -5 | 3 | -1 | -7 | 3 |
| 47 | Cc1cc(C)nc(N/N=C/c2cc(C)n(CC(F)(F)F)c2C)n1 | 0.3 | -0.8 | 8 | 2 | i | -9 | 10 | 1 | 1 | -10 |
| 48 | O=C(COc1ncnc2ccccc12)Nc1cc([N+](=O)[O-])ccc1Cl | 0.1 | -0.8 | 0 | 2 | i | 1 | 7 | -28 | -6 | -2 |
| 49 | Brc1ccc(-c2csc(/N=C/N3CCCC3)n2)cc1 | -1.7 | -0.4 | 13 | 2 | i | 7 | 6 | -15 | 3 | 1 |
| 50 | COc1cc(/C=C2/C(=N)N3C(c4ccccc4)=CSC3=NC2=O)ccc1OCC(=O)O | -0.1 | 0.8 | -1 | 0 | i | 16 | -64 | -3 | 4 | 5 |

Later entries
| No. | SMILES | Tb MetRS inh | LMPTP block | SKN-1 block | STEP inh | Neddylation inh | Scp-1 inhibitor | NRP1-CendR mod | SUMO1-SIM PPI | NadD inh | DNMT1 inh |
| --- | --- | --- | --- | --- | --- | --- | --- | --- | --- | --- | --- |
| 51 | Cc1ccccc1CN1CCN(C/C=C/c2ccccc2)CC1 | -0.6 | -1.2 | 0 | 1 | i | -5 | -6 | -3 | -5 | -1 |
| 52 | CC(=O)NN=C1CCC(c2ccccc2)CC1 (stereo unspecified) | -0.5 | -1.2 | 21 | -3 | i | -8 | -4 | 1 | 2 | 1 |
| 53 | CC1CCCC(=NNc2ccc3ccccc3n2)C1 (stereo unspecified) | -0.2 | 1.3 | 16 | -3 | i | 0 | -11 | -1 | 0 | -7 |
| 54 | COc1ccc(N2CCN(C(c3cccs3)C(C)NC(=O)C(=O)N3CCOCC3)CC2)cc1 (stereo unspecified) | 0.0 | -0.8 | 6 | 1 | i | 30 | -7 | 0 | 2 | 2 |
